Screening data (PubChem BioAssay)
14-3-3 Bad inh = disrupts binding of bovine 14-3-3 zeta to phospho-Bad peptide; 220,000 tested, 0.71% active; TR-FRET 14-3-3zeta/Dy647-pBad peptide displacement, 1 h; inhibition, % at 21.7 µM;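 active = inhibition above about 70%, limit read from the data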;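 also: 0% = full 14-3-3 plus peptide FRET controls and 100% = background without 14-3-3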
TRPML3 agonist = agonists of human TRPML3 channel | Q8TDD5 | HEK293 TRPML3-YFP, Fluo-8 calcium fluorescence; 100% = the carbachol control signal | activation, % at 3 µM | 220,000 tested, 0.29% active | AID 1448;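 active = activation above its plate's cutoff, the mean activation of the plate's test wells plus 3 SD, cut at about 12% in these data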;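 also: 0% = DMSO only wells and 100% = carbachol wells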
Target sequence (Q8TDD5 whole entry, looked up): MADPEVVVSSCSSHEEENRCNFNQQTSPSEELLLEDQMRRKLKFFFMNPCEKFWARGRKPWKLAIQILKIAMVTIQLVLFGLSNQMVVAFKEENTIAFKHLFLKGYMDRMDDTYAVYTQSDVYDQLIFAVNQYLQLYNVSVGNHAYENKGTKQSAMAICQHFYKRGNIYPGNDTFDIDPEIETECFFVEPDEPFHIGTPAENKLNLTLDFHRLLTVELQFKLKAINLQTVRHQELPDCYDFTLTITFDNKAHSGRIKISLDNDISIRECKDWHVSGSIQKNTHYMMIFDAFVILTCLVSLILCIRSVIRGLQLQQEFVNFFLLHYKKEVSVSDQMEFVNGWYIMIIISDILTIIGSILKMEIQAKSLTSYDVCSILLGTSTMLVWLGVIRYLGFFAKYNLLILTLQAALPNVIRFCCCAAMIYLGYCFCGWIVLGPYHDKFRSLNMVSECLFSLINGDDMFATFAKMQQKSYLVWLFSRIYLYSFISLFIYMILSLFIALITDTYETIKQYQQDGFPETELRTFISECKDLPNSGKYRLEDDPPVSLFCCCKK
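Test system: HEK293 cells stably carrying human TRPML3-YFP; Doses: single dose, 3 µM final nominal compound, 0.3% DMSO final; Schedule: dye loading 1 h 37 °C then 30 min ambient, 125 s read; Technique: Fluo-8 calcium fluorescence; Benchmarks: high control carbachol 87 µM, low control DMSO.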
zfTRPN1 agonist = activates the zebrafish TRPN1 channel; HEK293 zebrafish TRPN1-YFP, Fluo-8 calcium fluorescence; 100% = response to 87 µM carbachol; activation, % at 3 µM; 220,000 tested, 0.18% active;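 active = activation above its plate's cutoff, the mean activation of test wells on that plate plus 3 SD, cut at about 19% in these data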;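 also: 0% = DMSO alone and 100% = 87 µM carbachol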
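Material – zebrafish TRPN1-YFP in HEK293 cells · Doses – 3 µM single point · Schedule – dye 1 h 37 °C plus 30 min RT · Signal – Fluo-8 calcium fluorescence, excitation 470-495 nm, emission 515-575 nm · Read-out – % activation versus carbachol response · Control set – carbachol high, DMSO low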
NPY-Y1 antag = NPY-Y1 (human) receptor antagonism; P25929; inhibition, % at 3.6 µM; 200,000 tested, 1% active; HEK293-CNG Y1 cells, membrane potential fluorescence; NPY at EC95, then isoproterenol;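 active = inhibition above the campaign mean inhibition of all tested compounds plus 3 SD, cut at about 20% in these data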;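 also: 0% = DMSO wells given NPY plus isoproterenol and 100% = isoproterenol alone without NPY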
Target sequence (P25929 whole entry, looked up): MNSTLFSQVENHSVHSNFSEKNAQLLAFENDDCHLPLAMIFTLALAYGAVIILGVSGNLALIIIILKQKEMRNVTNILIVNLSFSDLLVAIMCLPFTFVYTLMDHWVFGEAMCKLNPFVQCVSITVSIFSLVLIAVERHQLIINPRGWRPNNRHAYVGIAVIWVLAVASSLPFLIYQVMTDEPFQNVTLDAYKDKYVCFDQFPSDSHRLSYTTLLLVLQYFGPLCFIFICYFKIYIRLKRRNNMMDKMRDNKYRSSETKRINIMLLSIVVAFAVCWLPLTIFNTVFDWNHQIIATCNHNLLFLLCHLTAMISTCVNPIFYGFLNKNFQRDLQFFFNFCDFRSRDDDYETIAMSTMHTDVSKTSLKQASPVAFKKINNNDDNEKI
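Material: HEK293 Y1/CNG channel cell line | Also added: NPY (25 nM), isoproterenol (1 µM), Ro 20-1724 (25 µM) | Compound: One concentration, 3.6 µM, in 0.4% DMSO | Schedule: 3 h dye uptake, 1 h room-temperature compound, 45 min post-isoproterenol | Signal: Membrane-potential fluorescent dye readout | Read-out: % inhibition of NPY effect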
EP2 modulator = EP2 receptor (human) modulation. EP2-expressing cells, cAMP HTRF FRET, PGE2 co-stimulation. P43116. induction, % at 25 µM. 260,000 tested, 0.83% active;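 active = compounds whose cAMP rise, as percent of the full-agonist control response, exceeds 60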;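 also: rat C6 glioma line stably carrying human EP2 under a CMV promoter; the protocol text gives 20 µM as final concentration; 100% = response of wells given 1 µM PGE2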
CHOP inhibitor = CHOP inhibition in unfolded protein response. CHO-K1 CHOP-promoter luciferase, tunicamycin-induced, 15-18 h. inhibition, % at 10 µM. 220,000 tested, 3.8% active;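 active = compounds that reduced the stress-induced luciferase reporter signal by more than about 70% of percent inhibition, limit read from the data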;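 also: 0% = tunicamycin plus vehicle and 100% = wells without tunicamycin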
PPC-1+TRAIL kill = compounds killing PPC-1 cancer cells with TRAIL present (potentiator screen, no TRAIL-free arm). PPC-1 cells + TRAIL, ATPLite viability luminescence. cell killing (% activity), % at 4 µM. 220,000 tested, 0.41% active. AID 1443;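 active = cell killing above 50% in the first pass at 4 µM, then a duplicate retest at 5 µM averaging 50% or more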;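 also: plate controls were cells with TRAIL plus DMSO for no effect and medium-only wells lacking cells for full effect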
EP2 antag = inhibitors of human EP2 prostaglandin E2 receptor | P43116 | C6 glioma cells expressing human EP2, cAMP TR-FRET; cells stimulated with saturating PGE2 | inhibition, % at 25 µM | 260,000 tested, 0.52% active | AID 1422;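 active = percent inhibition above 40 after rounding to a whole number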;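 also: rat C6 glioma host cells with rolipram phosphodiesterase inhibitor present; the protocol text gives 20 µM as final concentration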
NPY-Y1 PAM-ag = potentiators or agonists of human neuropeptide Y receptor Y1. P25929. NPY-Y1 expressing cells, potentiator/agonist activation. activation, % at 3.6 µM. 220,000 tested, 0.37% active. AID 1304; in the data active = activation above about 33%, passing the limit was not always enough;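 also: cells stimulated with NPY at EC10 then isoproterenol at EC100; 0% = low agonist plus stimulus and 100% = saturating agonist plus stimulus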
Numbers without * were called inactive; . = no result given; & = joins results of further samples; [ ] = remark or other dose. This is a subset (hit frequency here may not be typical).

SMILES	14-3-3 Bad inh	TRPML3 agonist	zfTRPN1 agonist	NPY-Y1 antag	EP2 modulator	CHOP inhibitor	PPC-1+TRAIL kill	EP2 antag	NPY-Y1 PAM-ag
C=C(C)C(=O)N1CC2(CC(c3cccc(NC(=O)CC)c3)=NO2)C[C@H]1C(N)=O (some centres not stated)	-4	.	.	.	-15	13	14	8	.
Cc1ccc(N2CCN(C(=O)c3ccccc3NC(=O)/C=C\C(=O)O)CC2)cc1	18	0.4	-0.3	0	9	-20	9	12	22
CCC(C)Nc1nc2c(C)cccn2c(=O)c1C=Nc1ccc(OC)cc1 (configuration not stated)	-8	-0.3	-2.0	5	14	38	6	-3	13
COc1cccc(NC(=O)c2ccc(NC(=O)C(C)C)cc2)c1	-4	0.8	3.0	-3	-26	19	1	5	-7
COc1ccc2ccccc2c1C(O)c1nccn1C (configuration not stated)	7	0.9	-1.0	0	8	84*	-16	7	-17
COc1ccc(NC(=O)C(C)SCc2ccccc2)cc1OC (configuration not stated)	0[fluorescence artefact?]	0.8	1.1	2	4	12	5	6	-9
Cc1c(Cl)cccc1NC(=S)NCCc1ccccn1	-5	-0.6	0.1	.	-38	25	5	6	5
Cc1ccc(CNC(=O)NC23CC4CC(CC(C4)C2)C3)cc1	-2[fluorescence artefact?]	0.7	-0.3	0	-23	20	10	12	-7
CCN(C(=O)CCCC(=O)N(CC)c1ccccc1)c1ccccc1	-10	0.0	0.1	5	25	9	19	12	1
COc1ccccc1NC(=O)CN(c1ccccc1F)S(C)(=O)=O	0[fluorescence artefact?]	-0.1	0.8	-1	2	23	-4	10	-6
CC(C)CC(C(=O)NC1CCCC1)N(Cc1ccc2c(c1)OCO2)C(=O)c1snc(C(N)=O)c1N (configuration not stated)	4	0.8	-1.3	10	32	81*	10	10	3
O=C(O)CCC(=O)Nc1cc(C(F)(F)F)cc(C(F)(F)F)c1	1	0.4	2.2	.	3	6	-1	9	-27

Just CHOP inhibitor and TRPML3 agonist, for 2 of the compounds above:
molecule	CHOP inhibitor	TRPML3 agonist
COc1cccc(NC(=O)c2ccc(NC(=O)C(C)C)cc2)c1	19	0.8
COc1ccc2ccccc2c1C(O)c1nccn1C (configuration not stated)	84*	0.9

Continuation.
SMILES	14-3-3 Bad inh	TRPML3 agonist	zfTRPN1 agonist	NPY-Y1 antag	EP2 modulator	CHOP inhibitor	PPC-1+TRAIL kill	EP2 antag	NPY-Y1 PAM-ag
COc1cc(-c2nc3c(c(C)nn3-c3ccccc3)c3cc(OC)c(OC)cc23)ccc1O	1	0.4	-0.2	6	50	99*	6	15	9
c1ccc(Oc2cccc(OCCCn3cncn3)c2)cc1	-13	-0.7	-1.1	11	53	38	6	8	-14
COC(=O)Cn1c(=O)c2c(nc3n2CC(C)CN3c2ccc(C)c(C)c2)n(C)c1=O (configuration not stated)	0	.	.	.	7	10	5	12	.
O=C(O/N=C(/c1ccccc1)c1ccncc1)c1cccc(F)c1	13	-0.3	-0.9	-2	22	21	0	8	-18
CCN(C(=O)COC(=O)/C=C/c1ccccc1)C1CCCCC1	-6	-0.5	-1.0	-1	-33	2	31	6	-3
COc1ccccc1C(O)Cc1nc2ccccc2n1C (configuration not stated)	-1	0.5	-0.7	3	15	12	6	4	-4
CCOC(=O)N1CCC(NC(=O)CCc2nc(-c3ccc(C)cc3)no2)CC1	-6	0.3	0.9	10	3	49	-2	6	-33
CN(CC(=O)Nc1ccccc1Sc1ccccc1)Cc1nc2ccccc2c(=O)[nH]1	-22	-2.4	-2.1	3	10	36	-3	4	-7
Cc1ccc(OCC(=O)N/N=C/c2cn[nH]c2-c2ccc(Cl)c(Cl)c2)cc1	3	0.9	-0.2	-1	-3	99*	6	25	15
CCCCNC(=O)Nc1nnc(-c2ccccc2)o1	1[fluorescence artefact?]	0.1	-1.0	0	-16	-20	25	8	-14
CC(NS(=O)(=O)c1ccccc1)C(=O)Nc1nccs1 (configuration not stated)	-12	0.1	-0.3	-2	14	-1	.	8	5
CCOC(=O)c1ccc(NC(=S)N(CCCN2CCCC(C)C2)Cc2cccs2)cc1 (configuration not stated)	-5	-1.2	0.5	0	-12	42	19	10	-8
CCOC(=O)NC(=O)C(=CNc1ccc(C)cc1)C(=O)NC(=O)OCC	6	0.5	-1.6	-3	-12	-45	12	10	1
CCOCCCN1C(=O)CN(C2CCCCCC2)C(=O)C1c1ccc(OC)cc1 (configuration not stated)	2	0.5	1.6	-7	24	-4	28	4	-8
Oc1ccccc1-c1nc(N2CCN(Cc3ccccc3)CC2)c2ccccc2n1	-28[fluorescence artefact?]	0.9	0.3	-7	23	55	-2	10	-10
NCCc1nnc(SCc2c(F)cccc2Cl)o1	8	-0.2	1.0	-3	18	8	2	9	-18
COc1ccc(C2CC(c3ccccc3)=NN2C(=O)CN2CCN(Cc3ccccc3)CC2)cc1 (configuration not stated)	0	2.8	-1.0	9	-8	11	-8	9	-15
Cc1cnc(NC(=O)CSC(=S)N2CCOCC2)s1	-16	0.8	0.5	3	6	4	2	2	-4
Cc1onc(-c2ccccc2Cl)c1C(=O)Nc1ccc(-c2cn3cccnc3n2)cc1	-3	0.8	1.6	11	-17	-4	-10	10	0
O=C(/C=C/c1ccco1)Nc1cccc2cccnc12	-20	0.1	0.6	-6	23	-14	10	6	27
COc1ccc(-c2csc3nc(C)n(-n4cccc4)c(=O)c23)cc1OC	0	-0.2	-0.5	7	24	33	-11	5	-12
CCOc1ccc2nc(NCCCNS(=O)(=O)c3ccc(C)cc3)c(C#N)cc2c1	-2[fluorescence artefact?]	1.2	-0.7	1	-33&7	49	17	9&3	-7
CC1(C)CC(=O)C2=C(C1)NC(SCC(N)=O)=C(C#N)C21CCCCC1	-10	0.0	-0.2	-8	21	13	18	5	13
CC(C)CC(NC(=O)C(NC(=O)OC(C)(C)C)C(C)C)C(=O)N1CCCC1C(N)=O (configuration not stated)	34	-0.1	1.7	7	29	2	8	19	0
COC(=O)Cc1ccc(NC(=S)NCC(C)C)cc1	-17[fluorescence artefact?]	0.9	1.0	2	5	4	13	11	-34
CCCCC(c1nnnn1CC1CCCO1)N1CCN(Cc2ccccc2)CC1 (configuration not stated)	56	0.4	-2.1	3	21	8	12	12	12
CC1CCCN(C(=O)COc2ccc(-c3ccccc3)cc2)C1 (configuration not stated)	-3	-0.5	-1.7	-1	-39	14	16	14	-24
Cc1ccc(-n2nc(C)c3onc(C)c3c2=O)cc1	-5	0.5	0.2	.	-6	-3	18	15	-16
CCOC(=O)c1cnc2ccc(Br)cc2c1NCCO	8	0.6	2.0	-5	0	38	-6	10	15
O=C(O)c1ccc(Nc2cnc3ccccc3n2)cc1	2	0.6	0.9	1	6	-55	9	4	-7
O=C(Nc1cnc2sccn2c1=O)c1ccc(Cl)cc1Cl	13	0.1	-0.5	1	-20	28	45	4	3
Cc1nc2c(=O)n(C)c(=O)[nH]c2n1Cc1ccccc1	-1	-0.3	0.1	-1	-118	-18	11	10	14
COc1ccccc1[C@@H]1C(c2ccc(F)cc2)=NN(c2ccccc2)[C@H]1C(=O)N1CCOC1=O	10	0.5	0.2	-11	25	38	17	8	6
COc1ccc(-c2nc3n(c(=O)c2C#N)CCCS3)cc1	3[fluorescence artefact?]	0.8	0.2	-3	19	-7	23	8	11
Cc1ccc(S(=O)(=O)N(C(=O)c2ccco2)c2cc3sc(=O)oc3c3ccccc23)cc1	7	-0.6	-1.2	8	32	3	32	7	4
COc1ccc(C(=O)CCN2CCN(c3ccccc3OC)CC2)cc1	8	1.1	1.9	0	7	-58	5	9	19

Some of these compounds in order of the 14-3-3 Bad inh value, rising:
Molecule | 14-3-3 Bad inh
CN(CC(=O)Nc1ccccc1Sc1ccccc1)Cc1nc2ccccc2c(=O)[nH]1 | -22
O=C(O)c1ccc(Nc2cnc3ccccc3n2)cc1 | 2
COc1ccccc1[C@@H]1C(c2ccc(F)cc2)=NN(c2ccccc2)[C@H]1C(=O)N1CCOC1=O | 10

(cont.)
SMILES	14-3-3 Bad inh	TRPML3 agonist	zfTRPN1 agonist	NPY-Y1 antag	EP2 modulator	CHOP inhibitor	PPC-1+TRAIL kill	EP2 antag	NPY-Y1 PAM-ag
C=CCn1c(Oc2cc(C)ccc2C)nc2c1c(=O)n(C)c(=O)n2C	2	-0.8	-2.3	6	35	19	-7	25	-64
CCN(CC)S(=O)(=O)c1cccc(C(=O)NC(C(=O)NC2=NCCS2)C(C)C)c1 (configuration not stated)	9[fluorescence artefact?]	-0.1	0.7	10	22	7	0	4	-5
CCc1ccc(N(C(C)=O)C2C=CS(=O)(=O)C2)cc1 (configuration not stated)	0	-0.1	-0.6	1	-13	-17	4	1	-3
COc1ccccc1NC(=O)C(CC=C(Cl)Cl)C(C)=O (configuration not stated)	1	-0.2	-2.5	6	3	57	20	16	-9
Cc1cc(/C=C(/C#N)C(=O)Nc2ccc(Cl)cc2)c(C)n1-c1cccnc1	-13	1.2	0.2	-3	-16	60	-15	5	-2
CCS(=O)(=O)N1CCCC(C(=O)NCCc2ccc(OC)c(OC)c2)C1 (configuration not stated)	9	-0.2	-2.9	5	1	-17	21	1	-15
C=CCNC(=O)c1ccccc1NC(=O)Cc1ccccc1[N+](=O)[O-]	-7	-0.1	1.6	2	5	-10	14	10	-4
CCc1ccc(C2=NN(C(C)=O)C(c3ccco3)C2)cc1 (configuration not stated)	-10	-0.9	-1.5	6	42	22	-1	8	-2
CC(=O)Nc1ccc(N2CCOCC2)c(Cl)c1	6	0.8	1.3	-1	23	-8	8	7	9
COc1ccc(CCCc2nnc(SCC(=O)NN)o2)cc1	-20	-0.3	0.0	5	9	11	6	8	-1
Cc1cc[n+](-c2nc([O-])n(-c3ccccc3)c2C=O)cc1	.	0.7	0.8	10	.	.	.	.	-41
O=C(Nc1ccccc1N1CCOCC1)c1ccc(N2CCOCC2)c([N+](=O)[O-])c1	43	0.3	-1.4	16	-3	-6	1	7	-16
CCCCOc1cccc(NC(=O)CSc2nncn2C)c1	-2	-0.4	-1.3	0	-12	20	25	8	29
O=C(CSc1nc2ccccc2s1)Nc1ccc2c(c1)oc1ccccc12	-22[fluorescence artefact?]	1.1	1.6	7	-40	-49	5	10	-27
CC(=O)NCC(=O)OCc1ccc([N+](=O)[O-])cc1	8	0.7	-1.3	0	29	22	13	6	-4
CCCN(Cc1ccccc1)C(=S)NC(=O)c1ccccc1[N+](=O)[O-]	-9	0.4	-0.4	-1	23	-22	30	8	7
OC(COc1ccccc1Cl)CN1CCN(CC(O)COc2ccccc2Cl)CC1 (configuration not stated)	-13	2.6	2.0	-14	-42	29	19	14	86*
COc1ccc(NC(=O)C2=Cc3cccc(OC)c3OC2)cc1	-3	0.5	1.7	-1	-45	-24	34	6	-5
CC(C)(C)c1ccc(OCCC(=O)Nc2cccc(S(=O)(=O)N3CCCCC3)c2)cc1	3	0.7	1.2	6	49	35	16	13	-17
